Compound activity (PubChem BioAssay)
IDH1 R132H inh = inhibitors of human mutant IDH1 R132H; IDH1-R132H enzyme, NADPH consumption, diaphorase/resazurin fluorescence; Potency, µM (doses to about 76.6 µM), inactives show top-dose activity change, negative = inhibition, most hits filed as inhibitors; 0.093% of 390,000 active; AID 602179; further: on the % scale 0 is the no-effect control and ±100 the full control effect; nearly all actives have a fitted effect of over 65% in size
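IDH1-R132H (0.5 ug/mL) preincubated 30 min with compound, then NADPH (0.016 mM) and alpha-KG (2 mM) added; 80 min at RT, pH 7.5. Remaining NADPH coupled via diaphorase/resazurin to fluorescence (540/590 nm); concentration-response curves normalized to no-enzyme control.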
Vif-APOBEC3F blk = blocks the Vif interaction with APOBEC3F. HeLa A3F-eYFP + Vif (tagged APOBEC3F with the HIV-1 protein that degrades it), YFP fluorescence increase. Potency, µM (top dose mostly 46.1 µM), for inactives: at the top dose activity, negative = active. 0.2% of 390,000 active; further: % of control where 0% means no effect; nearly all actives have a fitted effect of over 65% in size
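HeLa cells stably expressing A3F-eYFP plus Vif, plated and incubated overnight at 37 deg C, then exposed to compounds overnight at 37 deg C. Blocked degradation read as raised yellow fluorescence (Ex 488/Em 500-530).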
RXFP1 agonist = RXFP1 (human) receptor agonism; Q9HBX9; HEK293T-RXFP1 cAMP TR-FRET, 30 min; response scale: percent of porcine relaxin response, buffer zero; Potency, µM (doses to about 57.5 µM), for inactives: top-dose activation, actives largely listed as activators; 0.3% of 370,000 active; AID 2676; further: on the % scale 0 is the no-effect control and ±100 the full control effect; nearly all actives have a fitted effect of over 60% in size; many of its hits are not listed in these tables
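Agonist response is measured as cAMP accumulation in an RXFP1-transfected HEK293T line under PDE4 inhibition. Values are scaled between buffer-only and 29 nM porcine relaxin, and EC50s come from standard Hill equation fits.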
TrxR1 substrate = is turned over as a substrate by rat TrxR1; O89049; purified TrxR1 substrate turnover, NADPH consumption readout; Potency, µM (series often up to 114 µM), without a hit: at the highest dose activity change, negative = substrate turnover; 0.01% of 390,000 active; AID 588456; further: on the % scale 0 is the no-effect control and ±100 the full control effect; nearly all actives have a fitted effect of over 50% in size
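Rat TrxR1, dispensed at 90 nM, was prereduced with 400 uM NADPH (final) for 5 min at ~22 deg C, then incubated with compound 15 min before 400 uM selenite. A first-read NADPH fluorescence drop versus no-compound background flagged substrates.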
Vif-A3G inh = Vif-A3G binding inhibition. HeLa A3G-eYFP + Vif (tagged APOBEC3G with the HIV-1 protein that degrades it), YFP fluorescence, overnight. Potency, µM (doses to about 46.1 µM), without a hit: at the top dose activity, negative = active, usual class: inhibitors. 0.076% of 410,000 active. AID 602310;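 further: on the % scale 0 is the no-effect control and ±100 the full control effect; nearly all actives have a fitted effect of over 60% in size; hits raise eYFP signal because A3G escapes Vif-driven loss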
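HeLa cells stably expressing Vif and C-terminally eYFP-tagged A3G, seeded overnight at 37 deg C, then exposed to compound by pintool overnight at 37 deg C. Rise in yellow fluorescence (Ex 488/Em 500-530, Acumen) marks blocked Vif-driven A3G degradation.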
RGS4 inhibitor = blocks human RGS4-accelerated GTP hydrolysis | Potency, µM (series often up to 114 µM), inactives show at the highest dose activity change, negative = inhibition, actives largely listed as inhibitors | Transcreener GDP fluorescence polarization, RGS4-accelerated GTP hydrolysis | P49798 | AID 504845 | 0.039% of 390,000 active; further: on the % scale 0 is the no-effect control and ±100 the full control effect; nearly all actives have a fitted effect of over 75% in size; some results filed as inactive show a strong effect at the top dose
Target sequence (P49798 whole entry, looked up): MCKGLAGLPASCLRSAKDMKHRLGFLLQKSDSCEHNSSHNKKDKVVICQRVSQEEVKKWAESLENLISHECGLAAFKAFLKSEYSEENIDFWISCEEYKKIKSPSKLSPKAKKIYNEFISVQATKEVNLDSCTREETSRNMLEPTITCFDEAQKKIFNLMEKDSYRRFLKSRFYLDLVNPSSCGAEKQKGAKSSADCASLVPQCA
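MLSMR compounds (23 nl, pin-transferred) preincubated 10 min at room temperature with a 500nM (2x) first reagent, then RGS4 at 900nM (2x) plus Transcreener GDP mix added; fluorescence polarization (620/688 nm) read before and after 90 min at 30 °C.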
TrxR1 inh = rat TrxR1 inhibition | Potency, µM (series often up to 114 µM), for inactives: top-dose activity change, negative = inhibition, usual class: inhibitors | 1% of 390,000 active | recombinant rTrxR1, NADPH fluorescence consumption, selenite substrate; further: on the % scale 0 is the no-effect control and ±100 the full control effect; nearly all actives have a fitted effect of over 65% in size
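Rat TrxR1 (90 nM in the dispensed reagent) was pre-reduced with 400 uM NADPH for 5 min at room temperature, then incubated with compound for 15 min. After 400 uM selenite was added, NADPH fluorescence (Ex 340/Em 450 nm) was followed for 8 min.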
ALOX12 inh = blocks human arachidonate 12S-lipoxygenase | Potency, µM (highest dose often 108 µM), for the others: top-dose activity change, negative = inhibition, usual class: inhibitors | purified 12hLO, xylenol orange hydroperoxide absorbance | P18054 | 1.1% of 580,000 active; further: on the % scale 0 is the no-effect control and ±100 the full control effect
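Purified human 12hLO at 150 nM in 25 mM Hepes, 0.01% Triton X-100, pH 7.0, preincubated 15 min at room temperature with compound. Reaction started with 40 uM arachidonic acid, 30 min at room temperature. Hydroperoxide measured by Fe-xylenol orange, 573/405 nm absorbance ratio.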
USP1-UAF1 inh = inhibitors of human USP1/UAF1 deubiquitinase. Potency, µM (doses to about 57.1 µM), without a hit: top-dose activity change, negative = inhibition, most hits filed as inhibitors. O94782. 0.23% of 390,000 active. recombinant USP1/UAF1, Ub-Rhodamine cleavage fluorescence; further: on the % scale 0 is the no-effect control and ±100 the full control effect; nearly all actives have a fitted effect of over 60% in size; inactives centre near -12
Target sequence (O94782 whole entry, looked up): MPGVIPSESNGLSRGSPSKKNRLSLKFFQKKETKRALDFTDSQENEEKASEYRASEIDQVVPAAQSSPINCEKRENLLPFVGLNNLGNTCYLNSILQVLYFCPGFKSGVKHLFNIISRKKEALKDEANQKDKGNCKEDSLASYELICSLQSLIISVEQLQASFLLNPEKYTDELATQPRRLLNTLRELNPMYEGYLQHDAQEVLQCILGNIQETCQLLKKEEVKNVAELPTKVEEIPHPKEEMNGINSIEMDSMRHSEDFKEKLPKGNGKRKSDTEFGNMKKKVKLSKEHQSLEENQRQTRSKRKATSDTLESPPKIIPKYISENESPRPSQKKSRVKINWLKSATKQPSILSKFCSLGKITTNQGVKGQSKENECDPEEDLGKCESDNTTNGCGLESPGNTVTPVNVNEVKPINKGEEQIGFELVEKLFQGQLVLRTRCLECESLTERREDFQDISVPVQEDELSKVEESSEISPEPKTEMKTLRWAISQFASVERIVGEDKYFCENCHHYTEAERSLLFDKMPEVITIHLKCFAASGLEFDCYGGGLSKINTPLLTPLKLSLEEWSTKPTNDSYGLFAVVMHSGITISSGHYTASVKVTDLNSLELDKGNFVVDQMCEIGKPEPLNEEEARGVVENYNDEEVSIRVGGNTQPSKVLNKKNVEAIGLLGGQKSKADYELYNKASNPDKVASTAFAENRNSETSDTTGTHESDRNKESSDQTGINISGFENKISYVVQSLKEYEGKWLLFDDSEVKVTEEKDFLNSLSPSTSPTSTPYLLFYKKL
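High-throughput fluorogenic screen: 1nM USP1/UAF1 complex, Ub-Rho substrate 150nM final, 50mM HEPES pH 7.8 with 0.5mM EDTA, 0.1 mg/ml BSA, 1mM TCEP and 0.01% Tween-20.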
An asterisk follows results filed as active; ? = inconclusive; · = not tested or not shown; & = joins results of further samples; [ ] = dose if it differs, or a comment. The call rests on the fitted dose curve; in most records, active means well fitted curve in the direction sought with a large enough effect; inconclusive means small, poorly fitted or top-dose-only effect, or another doubt; inactive means no such curve, though single readings can be large; an effect the other way counts as inactive or inconclusive. Potency means the concentration at half of the fitted maximal effect.

Every second line gives: IDH1 R132H inh	Vif-APOBEC3F blk	RXFP1 agonist	TrxR1 substrate	Vif-A3G inh	RGS4 inhibitor	TrxR1 inh	ALOX12 inh	USP1-UAF1 inh
O=C(c1ccoc1)N1CCC2(CC1)Oc1ccc(Cl)cc1C(=O)C21CC(c2ccc(Cl)cc2)=NO1 (stereo not given)
  -6%	-3%	0.0%	-1%	-6%	-18%	-3%	-3%	-11%
CCc1ccc(NC(=O)CN(C)S(=O)(=O)c2ccc3[nH]c(=O)oc3c2)cc1
  -14%	3%	1.4%	5%	1%	29%[11.4 µM]	22%	·	-10%
CCC(C)NC(=O)CSc1nc2c(sc3ccccc32)c(=O)n1CCc1ccc(OC)c(OC)c1 (stereo not given)
  31%	4%	12%	-3%[57.1 µM]	3%	12%	9%[57.1 µM]	-3%	-12%
O=C(O)c1ccc(Cn2c(SCc3ccc(F)cc3)nc3ccncc32)cc1
  -10%	-1%	5.2%	4%	1%	6%	6%	-8%	6%
COC(=O)COc1ccc(Oc2nc(SC)nc(N(C)C)n2)nn1
  2%	4%	1.7%	-3%	-6%	-2%	-10%	-6%	-3%
COc1cccc(-c2ccc(NC(=O)C3CCCN(Cc4cnn(C)c4)C3)cc2)c1 (stereo not given)
  -2%	-22%	0.7%	5%	5%	12%	23%	21%	?
CCOc1ccc(NC(=O)CSc2ccc(-c3ccco3)nn2)cc1
  -1%	-5%	5.7%	4%	-3%	-16%	?	0%	-6%
O=S(=O)(CCN1CCSCC1)c1ccc(Cl)cc1
  2%	0%	1.0%	1%[57.1 µM]	-7%	-32%	12%[57.1 µM]	310%[activator]	-17%
COC(=O)Cc1cc(=O)n2[nH]c(C(F)(F)F)nc2n1
  18%	0%	-0.1%	-12%	0%	-3%	-8%	·	-23%
CCOC(=O)CN1C(=O)S/C(=C/c2ccc(OC)c([N+](=O)[O-])c2)C1=O
  -7%	-27%	0.9%	-3%	-1%	-2%	19%	-5%	-21%
O=C(NC1CC1)c1ccc2nc(-c3ccco3)c(-c3ccco3)nc2c1
  ·	·	·	-2%	5%	?	2.5µM*	·	·
CC(C)(C)NS(=O)(=O)c1ccc(NC(=O)C2CC(=O)N(CCc3ccc(F)cc3)C2)cc1 (stereo not given)
  -4%	11%	-0.1%	0%[57.1 µM]	-3%	-19%	5%[57.1 µM]	-26%	-15%
Cc1ccc(NC(=O)COC(=O)c2ccn(C)n2)cc1
  5%	-2%	2.8%	12%	-1%	6%	34%	-34%	?
Cc1c(NC(=O)c2ccc(-c3ccc([N+](=O)[O-])cc3Cl)o2)c(=O)n(-c2ccccc2)n1C
  -9%	16%	-0.3%	-9%	1%	6%	-7%	-3%	-11%
COC(=O)c1c(C(=O)OC)c(-c2cccc(F)c2)n2c1CS(=O)C2 (stereo not given)
  0%	3%	-1.0%	-2%[11.4 µM]	2%	12%	-10%[11.4 µM]	0%	-17%
O=C(CCCCCNC(=O)N1CCn2c1nc1ccccc12)NCc1ccc(F)cc1
  -8%	0%	3.9%	-3%	2%	2%[11.4 µM]	12%	-4%	-9%
CN(C)c1ccc(C2Nc3ccccc3C(=O)N2CCCN2CCOCC2)cc1 (stereo not given)
  5%	14%	-2.7%	3%	-6%	-12%	15%	130%[activator]	-21%
C#CCOCCOCCOCCNc1nc(N2CCN(C(=O)[C@H]([C@@H](C)CC)n3cc(CCCN=C(N)N)nn3)CC2)nc(N2CCN(C(=O)[C@H](CCCCN)n3cc(CCC(=O)O)nn3)CC2)n1
  13%	-6%	3.2%	-3%[57.1 µM]	2%	-20%	10%[57.1 µM]	-20%	-23%
COc1ccc(CNC(=O)CS(=O)CC(=O)O)cc1OC (stereo not given)
  1%	4%	0.3%	1%	-6%	-7%	22%	-3%	-5%
O=C1CCCC(=NCc2ccco2)C1
  2%	-2%	1.9%	9%	2%	7%	7%[57.1 µM]	-1%[57.4 µM]	-10%

Six compounds already listed, sorted by formula weight, falling:
Every second line gives: IDH1 R132H inh	Vif-APOBEC3F blk	RXFP1 agonist	TrxR1 substrate	Vif-A3G inh	RGS4 inhibitor	TrxR1 inh	ALOX12 inh	USP1-UAF1 inh
O=C(c1ccoc1)N1CCC2(CC1)Oc1ccc(Cl)cc1C(=O)C21CC(c2ccc(Cl)cc2)=NO1 (stereo not given)
  -6%	-3%	0.0%	-1%	-6%	-18%	-3%	-3%	-11%
Cc1c(NC(=O)c2ccc(-c3ccc([N+](=O)[O-])cc3Cl)o2)c(=O)n(-c2ccccc2)n1C
  -9%	16%	-0.3%	-9%	1%	6%	-7%	-3%	-11%
O=C(CCCCCNC(=O)N1CCn2c1nc1ccccc12)NCc1ccc(F)cc1
  -8%	0%	3.9%	-3%	2%	2%[11.4 µM]	12%	-4%	-9%
CCc1ccc(NC(=O)CN(C)S(=O)(=O)c2ccc3[nH]c(=O)oc3c2)cc1
  -14%	3%	1.4%	5%	1%	29%[11.4 µM]	22%	·	-10%
O=S(=O)(CCN1CCSCC1)c1ccc(Cl)cc1
  2%	0%	1.0%	1%[57.1 µM]	-7%	-32%	12%[57.1 µM]	310%[activator]	-17%
COC(=O)Cc1cc(=O)n2[nH]c(C(F)(F)F)nc2n1
  18%	0%	-0.1%	-12%	0%	-3%	-8%	·	-23%

More compounds.
Every second line gives: IDH1 R132H inh	Vif-APOBEC3F blk	RXFP1 agonist	TrxR1 substrate	Vif-A3G inh	RGS4 inhibitor	TrxR1 inh	ALOX12 inh	USP1-UAF1 inh
CCn1cc(C2=NOC(C(=O)Nc3ccccc3C(=O)OC)C2)c(C)n1 (stereo not given)
  4%	-16%	4.0%	5%	0%	-28%	7%	-8%	-23%
CN(C)S(=O)(=O)c1ccc(N2CCCC2)c(C(=O)Nc2cccc(F)c2)c1
  -4%	4%	0.5%	-10%	-1%	-3%	-5%	-11%	-15%
CCCNC(=O)CN1C(=O)c2ccccc2Sc2ncccc21
  0%	-10%	2.4%	8%[57.1 µM]	1%	-12%	6%[57.1 µM]	-14%	-16%
CCOC(=O)N1CCN(C(=O)CSc2nnc(Cc3cccn3C)n2CCc2ccccc2)CC1
  -1%	1%	2.3%	6%	0%	-14%	4%	30%	-7%
Cc1ccc(/C=[N+](\[O-])c2ccccc2C)o1
  -5%	3%	-1.6%	6%	-1%	-10%	15%	-28%	-7%
CCN(CC(=O)NCc1cccs1)S(=O)(=O)c1ccc([N+](=O)[O-])cc1
  -14%	-13%	-0.8%	5%	1%	-1%	7%	-13%	-1%
CCOC(=O)c1ccc(NC(=O)Cn2c(-c3nonc3N)nc3ccccc32)cc1
  8%	-5%	1.8%	-3%	-3%	-117%[56.9 µM]	15%	-12%	-20%
Cc1cccc(NCc2cc(Cl)ccc2O)n1
  2%	-3%	0.7%	5%	-1%	17%	13%	-15%	-20%
CCCCN(C(=O)COc1ccc(NC(C)=O)cc1)C1CCS(=O)(=O)C1 (stereo not given)
  -2%	13%	2.1%	3%	0%	4%	23%	2%	-2%
Cc1cccc(-c2nc(S(=O)(=O)c3ccccc3)c(N3CCN(c4ccccc4)CC3)o2)c1
  8%	10%	1.1%	-1%	1%	5%	0%	-9%	-2%
Cc1cc(N2CCN(C)CC2)nc2ccc(NC(=O)CCC(=O)NCc3ccco3)cc12
  8%	-2%	-2.9%	97%[activator]	0%	-27%	-5%	-7%	-13%
O=C(N/N=C/c1cccnc1)c1ccc(F)cc1
  20%	2%	0.2%	8%[57.1 µM]	0%	9%	11%[57.1 µM]	0%	0%
CCOC(=O)c1oc2cc(O)cc(C)c2c(=O)c1-c1cscn1
  -1%	-6%	1.8%	-13%	1%	23%	15%[57.1 µM]	?	-15%
COc1ccccc1C(=O)Nc1nc2cc3c(cc2s1)OCCO3
  5%	1%	7.6%	120%[activator][57.1 µM]	-9%	-12%	53%[activator][57.1 µM]	·	-8%
NC(=O)c1ccc(NC(=O)CN2C(=O)NC3(CCCCCCC3)C2=O)cc1
  0%	-1%	·	-8%	1%	-13%	-7%	?	-4%
CC(C)CCNC(=O)c1ccc2c(c1)N(C)C(=O)c1ccccc1S2
  1%&2%	-14%&-3%	-0.1%&-0.1%	-3%	-5%&3%	3%&8%	-3%	0%&-17%	-27%&-2%
Cc1onc(-c2ccccc2Cl)c1C(=O)OCC(=O)N1CCN(c2ccccc2)CC1
  3%	-11%	-1.2%	-12%	-6%	-17%	-9%	-16%	-19%
COc1ccccc1C(=O)NNC(=O)c1cccc(O)c1
  -1%	0%	2.7%	1%	0%	-8%	7%	8%	-10%

The list is partial; the hit share may differ from the screen's.
